# Screens as filed in PubChem.
# RAM inhibit: yeast RAM network inhibition | S. cerevisiae dse1pr::URA3 reporter, 5-FOA growth OD615, 2 d; analog-sensitive cbk1-as2 kinase mutant strain | inhibition, % at 50 µM | 190,000 compounds, 1.8% hits | AID 868;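 active = inhibition above a set limit, 3 SD over mean compound inhibition, cut at about 8.4% in these data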;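 note: 0% = DMSO-only wells with no growth and 100% = 10 µM 1-NA-PP1 full growth; inhibition rescues growth on 5-FOA so higher OD means more RAM inhibition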
# ROMK primary: modulators of human ROMK potassium channel; Tet-inducible ROMK, thallium flux fluorescence; actives lie on both sides; B-score at 10 µM; 130,000 compounds, 2% hits; AID 1918;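 active = signal ratio slope over the read window, or its plate-corrected B-score, at least 3 SD from the plate mean, either direction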;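 note: B-score of the F/F0 ratio slope over 7 to 12 s after thallium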
# Target sequence (P48048 whole entry, looked up): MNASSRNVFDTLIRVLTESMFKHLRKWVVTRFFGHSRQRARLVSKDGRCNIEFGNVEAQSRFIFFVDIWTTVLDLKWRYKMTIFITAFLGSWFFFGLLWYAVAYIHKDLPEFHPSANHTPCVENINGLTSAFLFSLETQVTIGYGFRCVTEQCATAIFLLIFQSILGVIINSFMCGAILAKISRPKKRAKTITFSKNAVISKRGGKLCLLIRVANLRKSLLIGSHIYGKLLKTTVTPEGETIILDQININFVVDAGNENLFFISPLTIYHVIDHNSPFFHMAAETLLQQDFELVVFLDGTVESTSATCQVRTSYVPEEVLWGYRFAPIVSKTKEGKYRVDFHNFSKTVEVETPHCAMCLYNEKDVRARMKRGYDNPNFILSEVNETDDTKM
# PPARg SRC-2 ag: PPARgamma-driven SRC-2 recruitment agonism | P37231 | PPARgamma LBD-SRC-2 recruitment, biochemical | activation, % at 8 µM | 200,000 compounds, 0.34% hits | AID 1032; in the data active = activation above about 22%;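 note: 0% = vehicle and 100% = reference agonist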
# Target sequence (P37231 whole entry, looked up, the tested form may be a part): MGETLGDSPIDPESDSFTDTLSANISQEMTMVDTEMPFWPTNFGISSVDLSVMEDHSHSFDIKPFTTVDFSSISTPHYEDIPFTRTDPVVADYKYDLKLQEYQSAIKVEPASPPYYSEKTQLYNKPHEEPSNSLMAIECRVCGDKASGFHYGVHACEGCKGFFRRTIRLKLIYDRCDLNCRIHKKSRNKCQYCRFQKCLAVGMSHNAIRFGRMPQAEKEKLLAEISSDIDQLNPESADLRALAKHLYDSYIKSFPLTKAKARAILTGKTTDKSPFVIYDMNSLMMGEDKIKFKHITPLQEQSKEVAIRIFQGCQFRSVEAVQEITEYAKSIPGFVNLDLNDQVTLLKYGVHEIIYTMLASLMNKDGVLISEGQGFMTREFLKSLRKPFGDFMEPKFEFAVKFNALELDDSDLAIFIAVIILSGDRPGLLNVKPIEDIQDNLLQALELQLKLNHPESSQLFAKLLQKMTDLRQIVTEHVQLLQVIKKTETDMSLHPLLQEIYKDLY
# PPARg SRC1 recr: agonists of human PPARgamma SRC-1 coactivator recruitment. P37231. PPARgamma-SRC-1 coactivator recruitment biochemical assay. activation, % at 8 µM. 200,000 compounds, 0.41% hits; in the data active = activation above about 19%;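 note: 0% = DMSO and 100% = reference agonist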
# L major viab: inhibitors of Leishmania major promastigote growth; Leishmania major promastigotes, resazurin fluorescence viability; inhibition, % at 10 µM; 200,000 compounds, 9% hits; AID 1063; in the data active = inhibition above about 50%;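 note: promastigotes grown with compound for 44 hours at 28 °C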
# Redox H2O2 prof: compounds producing H2O2 with reducing agent – biochemical, NIH compound library profiling, artefact control for MLSCN library redox annotation, primary screen | activation, % at 10 µM | AID 878 | DTT-dependent redox cycling H2O2, phenol red/HRP absorbance; 100% = 100 µM peroxide control, 0% = buffer | 200,000 compounds, 0.03% hits;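 active = activation of at least 50% relative to the plate's high and low controls in the primary single-dose screen; inactive = activation below 50%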;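 note: compound incubated with DTT at 0.8 mM final as the reducing agent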
# PPARg SRC-3 ag: agonists of human PPARgamma SRC-3 coactivator recruitment. biochemical PPARgamma/SRC-3 coactivator recruitment assay. activation, % at 8 µM. 200,000 compounds, 0.26% hits. AID 731; in the data active = activation above about 23%;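 note: 0% = DMSO and 100% = reference agonist; some compounds past the cut are filed as inactive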
# Efa HMGR inh: inhibitors of class II HMG-CoA reductase from Enterococcus faecalis | 190,000 compounds, 0.41% hits | AID 1066 | inhibition, % at 10 µM | purified E. faecalis HMGR, NADPH absorbance 340 nm kinetic;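 active = inhibition above a set limit, the median over all tested compounds plus 3 SD, cut at about 9.5% in these data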;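 note: enzyme runs in reverse so mevalonate oxidation gives rising NADPH absorbance; 0% = complete reaction with DMSO and 100% = background rate lacking mevalonate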
# TR-FRET SRC-2 ct: TR-FRET artefact, counter-screen to PPARgamma/SRC-2 agonist assay; active compounds read high; TR-FRET ratio at 8 µM; 200,000 compounds, 0.4% hits; AID 1049; in the data active = TR-FRET ratio above about 2000; note: inactives centre near 1500; reference of the scale not given here
# bIAP inh: blocks bovine intestinal alkaline phosphatase activity. purified bovine IAP, CDP-star luminescence, 30 min. inhibition, % at 20 µM. 190,000 tested, under 10 active;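 active = over 50% inhibition of intestinal alkaline phosphatase at 20 µM in the single-dose screen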
#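 Incubation: 30 min reaction at room temperature / Material: purified bovine intestinal alkaline phosphatase (IAP) enzyme / Input: enzyme at 1/65,000,000 dilution / Dosing: 20 µM single dose / Signal: CDP-star luminescence signal / Reagent: CDP-star chemiluminescent phosphatase substrate, 30 µM final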
# S1P3 antagonist: S1P3 (human) receptor antagonism; Q99500; CHO S1P3 NFAT-BLA reporter, FRET fluorescence, antagonist mode; inhibition, % at 4.98 µM; 170,000 compounds, 0.27% hits; AID 485;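 active = inhibition above the plate cutoff, the mean inhibition of test wells on that plate plus 3 SD, cut at about 28% in these data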;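 note: cells challenged with S1P at its EC80 of 0.8 µM; blue over green emission ratio from cleaved BLA substrate after 4 h stimulation; 0% = S1P-stimulated wells and 100% = unstimulated DMSO-only wells; some compounds past the cut are filed as inactive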
# * = called active by the depositor; x = not tested or not shown; & = joins results of further samples; ! = repeats disagree.
SMILES,RAM inhibit,ROMK primary,PPARg SRC-2 ag,PPARg SRC1 recr,L major viab,Redox H2O2 prof,PPARg SRC-3 ag,Efa HMGR inh,TR-FRET SRC-2 ct,bIAP inh,S1P3 antagonist
CCN(CC)C(=O)CP(=O)(c1ccccc1)c1ccccc1,0.7,0.02,2,4,2,-0.5,8,-5,1636,5,-7
O=C(NCc1cccc(F)c1)c1noc2c1CCCC2,3.6,x,10,9,-7,-0.6,1,-10,1676,6,10
FC(F)(F)c1cc(-c2ccco2)nc(NCc2cccnc2)n1,0.1,0.031,-8,5,7,-1.2,2,-1,1672,0,x
Cc1nccc(-c2ccc3c(c2)OCO3)n1,0.0,0.43,11,-1,-2,-1.1,-1,-2,1518,-8,-21
O=C(CSc1nnc2ccccn12)NC(=O)Cc1ccccc1,1.4,-0.19,5,6,-2,-1.0,-3,-4,1559,-1,0
Clc1ccc(Sc2cc(N3CCOCC3)nc(-c3ccccc3)n2)cc1,8.1,x,6,4,-2,-3.9,12,-7,1641,4,x
CCOC(=O)c1c(NC(=O)CSc2nnc(CNc3ccc(C)cc3C)o2)sc(C)c1C,4.2,x,2,3,5,-0.1,12,-6,1453,12,x
CC(C)n1c(SCC(N)=O)nc2c1c(=O)[nH]c(=O)n2C,2.5,0.43,0,5,-9,1.9,-3,0,1522,-5,-13
Clc1ccc(CSc2nnc(-c3ccc4c(c3)OCO4)o2)cc1,6.1,-0.61,4,5,-5,0.7,-1,-6,1622,28,x
CC(=O)Nc1ccc(C)c([N+](=O)[O-])c1,1.7,-0.024,6,7,-2,-0.5,2,-1,1676,10,10
CCOC(=O)c1ccc(NC(=O)c2ccccc2)cc1,-0.7,-0.65,-2,3,7,-0.8,6,-5,1562,13,x
Cc1ccc(SC(C)C(=O)Nc2ccc(S(=O)(=O)N3CCOCC3)cc2)cc1 (centres undefined),0.1,x,3,4,10,-8.2,4,-6,1509,0,x
O=C(/C=C/Nc1ccc(OC(F)(F)F)cc1)C(F)(F)F,0.8,x,4,4,-4,-8.6,-1,-1,1402,6,x
CCOC(=O)c1oc2ccc(S(=O)(=O)n3nc(-c4ccc(OC)cc4)cc3N)cc2c1C,5.9,x,7,9,29,0.0,3,-1,1520,-4,19
CC(C)=CC(=O)OCC(=O)Nc1cc([N+](=O)[O-])ccc1F,1.8,x,-8,-6,-6,0.4,-3,-6,1519,22,-17
O=C(COC(=O)c1cc(NS(=O)(=O)c2cccs2)ccc1O)Nc1ccc(F)c(F)c1F,4.1,0.28,-7,9,6,0.2,1,-8,1368,-6,0
O=C(CCC(=O)OCc1cccc(C(=O)Oc2ccccc2)c1)Nc1cccc2ccccc12,15*,x,-1,-2,-9,1.1,7,-2,1421,13,x
CN(C)c1ccc(N=Nc2ccccc2C(=O)OCC(=O)NC2CCCC2)cc1,-0.5,x,-2,4,7,0.5,1,0,1635,-6,-15
CCN=C1SC(CC(N)=O)C(=O)N1CC (centres undefined),0.7,x,1,-1,-5,0.0,7,0,1721,0,11
CC1(C)Cc2c(c(N3CCCCC3)[nH]c(=S)c2C#N)CS1,3.2,x,2,6,10,-0.8,3,4,1644,7,x
O=S(=O)(c1ccccc1)N1CCN(C2CCN(Cc3ccccc3)CC2)CC1,-0.3,-0.13,2,0,96*,0.4,-17,-3,1520,-6,28
CN(C)c1ccc(-c2n[nH]c(=S)n2-c2ccccc2)cc1,4.9,-0.12,5,5,18,-0.2,6,-1,1648,4,-21
Cc1ccc(C)n1-n1c(C)nc2sc(-c3ccccc3)cc2c1=O,0.9,x,6,5,6,-3.9,4,-2,1600,4,55*
C=CCOc1ccccc1CNn1nnnc1N,0.1,x,2,0,1,1.1,1,-8,1359,5,4
CCOCCOC(NC(=O)c1ccccc1)(C(F)(F)F)C(F)(F)F,1.7,-0.59,14,3,-2,-0.5,0,-3,1708,-5,-2
CC(C)(C)c1ccc(-c2n[nH]c(=S)n2CC2CCCO2)cc1 (centres undefined),1.5,-0.91,3,-2,-6,-0.2,3,-7,1642,3,0
O=S(=O)(c1ccc(OCC(O)CN2CCCC2)cc1)N1CCOCC1 (centres undefined),0.8,1.4,3,6,7,0.3,-6,-1,1457,4,x
O=C(OCc1ccco1)c1ccc(S(=O)(=O)N2CCCCC2)cc1,1.7,-1.1,-2,-3,-6,1.5,-7,3,1856,10,33
O=C(OC(C(=O)NCc1ccc2c(c1)OCO2)c1ccc(Cl)cc1)c1ccco1 (centres undefined),6.8,x,1,3,-3,-1.3,-5,-4,1603,7,-9
O=C(COC(=O)Cc1cccc(C(F)(F)F)c1)NCC1CCCO1 (centres undefined),0.2,1.3,16,-2,-8,0.1,14,-5,1686,5,x
CCOc1ccc(NC(=O)Cn2nc(-c3ccccc3Cl)n(CC)c2=S)cc1,0.5,x,-3,1,8,-2.8,6,0,1507,0,x
COc1ccc(CCN(C)C(=O)C2CCCN(Cc3ccc(OC)c(OC)c3)C2)cc1OC (centres undefined),-0.5&1.2,0.75,-4&-1,-4&2,56*!,0.0&0.2,-2&-2,-3&-11,1466&1542,-4&1,-4
O=C(Nc1cccc(C(=O)N2CCOCC2)c1)c1cncc(Br)c1,0.3,x,1,5,1,-2.2,9,-5,1490,10,-20
Clc1ccc2nc(N3CCCCC3)[nH]c2c1,0.9,0.012,-2,-3,22,1.4,-8,-3,1595,7,30
O=C1CC(c2ccc(F)cc2)Sc2nc(-c3ccccc3)c(-c3ccccc3)n21 (centres undefined),2.4,1.1,-11,5,-12,0.5,-3,-3,1610,5,-1
CC(C)NC(=O)C12CC3CC(C1)CC(n1cnc(Cl)n1)(C3)C2,2.6,-0.0087,2,1,-6,1.8,3,2,1479,0,x
Cc1cccc(C)c1NC(=O)c1c(-c2ccccc2)noc1C,1.8,-0.02,2,8,6,-0.4,6,0,1469,2,-7
Cc1cccc(CNC(=O)c2ccccc2N)c1,0.0,x,8,0,1,1.4,-6,-3,1747,12,12
Cn1c(SCC(=O)N2CCN(c3ccccc3)CC2)nnc1-c1ccncc1,0.4,-0.021,2,10,-5,1.0,6,-6,1484,0,x
Cc1ccc(-c2nc(CCN3C(=O)c4ccccc4C3=O)cs2)cc1,1.5,x,8,4,-2,-2.7,1,-2,1633,-6,x
Cc1ccccc1-c1nc2sc3c(c2c(=O)o1)CCC3,1.9,0.37,6,-3,5,0.4,-13,-5,1627,12,x
CC(=O)Nc1ccc(NC(=O)CSc2nnc(-c3ccco3)n2Cc2ccco2)cc1,7.0,x,-1,4,1,1.3,9,-1,1636,2,x
Nc1nonc1N1CCCCC1,0.0,x,14,-10,-4,0.6,-2,0,1438,6,-20
CO[C@@]1(NC(=O)Cc2cccs2)C(=O)N2C(C(=O)O)=C(COC(N)=O)CS[C@@H]21,1.1,x,2,-2,12,0.3,-5,-2,1371,12,0
O=C(Nc1cc(Cl)cc(Cl)c1)C1CCC(=O)N1Cc1ccccc1Cl (centres undefined),-0.5,x,-1,0,6,-2.1,-5,-5,1687,-6,x
COc1cc(S(=O)(=O)Nc2ccc3cn[nH]c3c2)ccc1Cl,0.2,0.31,6,13,9,0.7,1,12*,1604,-2,-1
COc1cc(/C=C(\C#N)C(=O)NCc2cccs2)ccc1O,0.1,-1.6,-7,3,3,0.0,5,0,1534,7,2
CC(=O)Nc1ccc(NC(=O)c2ccc(C)c(S(=O)(=O)Nc3cccc(C)c3)c2)cc1,7.5,-0.49,-1,6,30,0.1,2,-2,1613,-4,-14
CCOC(=O)c1ccccc1NC(=O)CN1C(=O)CCS(=O)(=O)c2ccccc21,1.9,x,7,12,0,2.5,11,-7,1664,-5,x
OCC1CCN(Cc2cn(Cc3ccccc3)nc2-c2cc3ccccc3o2)CC1,0.8,0.013,-6,5,19,-1.2,-6,-1,1536,-4,1
Cc1nn(C)c(C(=O)N/N=C/c2ccc(Br)cc2)c1Cl,0.9,x,5,-1,20,-0.5,0,-2,1641,9,8
COC(=O)[C@@H](NC(=O)N(C1CCCCC1)C1CCCCC1)C(C)C,2.1,0.48,1,1,6,0.6,11,0,1703,-7,11
C/C(CCc1ccc2c(c1)OCO2)=N\N=C1\NC(=O)CC(C(=O)Nc2ccc(Cl)cc2)S1 (centres undefined),2.7,x,3,9,-7,0.6,-2,-5,1528,7,x
O=C(O)CSc1ccccn1,0.4,x,-2,-2,-8,2.4,-11,-6,1537,9,-21
Cc1ccc(C(=O)C[n+]2cc(-c3ccc(C)cc3)n3c2CCCCC3)cc1,-1.0,x,5,-6,100*,-3.7,-2,-5,1531,17,x
Oc1c(N=NC(=S)Nc2ccccc2F)c2ccccc2n1Cc1ccccc1Cl,4.6,-0.78,8,6,84*,-0.5,3,-5,1708,19,-19
O=C(O)c1cccc(NC(=S)N/N=C/c2ccccc2OCc2cccc(Br)c2)c1,5.8,-0.25,1,9,-2,0.1,6,-1,1649,5,-31
CCOC(=O)c1cc(CC)sc1NC(=O)c1cc([N+](=O)[O-])ccc1N1CCOCC1,1.7,-0.041,-9,1,22,-0.4,9,-1,1431,3,x
C/C(Cl)=C/Cc1c(C)[nH]c2ccc(C)cc2c1=O,2.1,x,-3,-1,11,2.6,-13,-3,1455,-5,x
COc1ccc(CCN(Cc2cc3cccc(C)c3[nH]c2=O)C(=O)NC2CCCCC2)cc1OC,0.1,-1,5,-2,14,0.2,-11,-4,1361,-10,x
# (listing goes on)
SMILES,RAM inhibit,ROMK primary,PPARg SRC-2 ag,PPARg SRC1 recr,L major viab,Redox H2O2 prof,PPARg SRC-3 ag,Efa HMGR inh,TR-FRET SRC-2 ct,bIAP inh,S1P3 antagonist
O=C(CC1C(=O)NC2CCCCC2N1C(=O)c1ccc(F)cc1)Nc1ccccc1 (centres undefined),3.0,x,5,0,0,0.8,-5,-7,1674,-19,x
CCOC(=O)c1sc(NC(=O)c2ccc(C)s2)cc1C,3.9,x,-3,0,4,6.0,-6,3,1603,0,x
Cc1ccc(OCCn2c(=O)oc3ccc(C)cc32)cc1,0.9,-1.8,4,14,-3,-1.2,3,-5,1656,8,8
CCCCCN(C(=O)NC(=O)Nc1ccccc1C)S(=O)(=O)c1ccccc1,0.2,x,-8,-6,1,0.3,1,0,1481,24,-5
Nc1nc(NCCCN2CCOCC2)nc(Nc2ccc(F)cc2)c1[N+](=O)[O-],0.4,-1.1,-3,-7,52*,0.0,-4,-5,1359,15,9
O=[N+]([O-])c1ccc(S(=O)(=O)NCC2CCCO2)cc1 (centres undefined),-0.3,0.98,-6,0,-5,0.2,-4,-3,1394,35,8
NC(=O)/C(=C/c1ccco1)NC(=O)/C=C/c1ccccc1,0.8,x,12,2,-3,2.1,16,-6,1636,7,x
COc1cc(NCCC(=O)c2cccs2)c(OC)cc1Cl,2.4,0.041,0,-3,24,-2.0,1,-1,1822,21,-15
